# Source: PubChem BioAssay (Broad Institute)
# FN deposit inh – fibronectin deposition inhibition; AH1F fibroblasts, Alexa488-fibronectin deposition fluorescence, overnight; inhibition, % at 12.6 µM; actives 0.086% (n = 350,000);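 active means mean inhibition across replicates of 30% or more, regardless of how many single replicates reach that level; inconclusive means mean under 30% yet at least half of replicates reach 30%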;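 further: positive control wells lacked labelled fibronectin entirely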
#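 Assay system: AH1F fibroblast monolayer, labelled fibronectin deposition. Amount: 10000 cells per well. Also added: labelled fibronectin 24 nM. Compound: single-point pinned compound. Incubation: cell attachment 1 h, compound and FN exposure overnight. Detection: fluorescence after three HBSS washes, excitation 485 nm, emission 525 nm. Read-out: inhibition of fibronectin deposition signal.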
# LGR2 inh – Drosophila LGR2 receptor signaling inhibition; inhibition, % at 9.99 µM; HEK293 LGR2, CRE-luciferase, bursicon-stimulated, 4 h; actives 0.35% (n = 380,000);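 active means drop in luminescence signal, shown as inhibition above about 50% in the replicate tests, limit read from the data, passing the limit was not always enough; inconclusive means probably only some replicates passing the limit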;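 further: agonist challenge used bursicon conditioned medium at about half maximal strength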
# Casp6 inh – caspase-6 (human) enzyme inhibition. purified caspase-6, Z-VEID-R110 cleavage fluorescence. inhibition, % at 12.5 µM. actives 0.53% (n = 350,000). AID 686996;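 active means mean inhibition across replicates at least about 35%, with every replicate also reaching that limit, limit read from the data; inconclusive means only one of the two criteria met; inactive means neither criterion met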;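 further: 0% = median of neutral control wells and 100% = no fluorescence left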
# Target sequence (P55212 24-179 limits assumed): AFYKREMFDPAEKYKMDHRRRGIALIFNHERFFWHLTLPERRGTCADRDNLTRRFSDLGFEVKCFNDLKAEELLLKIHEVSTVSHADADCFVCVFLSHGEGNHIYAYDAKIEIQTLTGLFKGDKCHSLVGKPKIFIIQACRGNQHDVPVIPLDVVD
# Target sequence (P55212 194-293 limits assumed): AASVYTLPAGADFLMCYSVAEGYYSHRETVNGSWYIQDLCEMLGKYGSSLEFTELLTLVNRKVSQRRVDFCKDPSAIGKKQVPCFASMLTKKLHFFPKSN
# SIRT5 block – blocks human SIRT5 desuccinylation of peptide; actives 1.1% (n = 330,000); Q9NXA8; AID 652115; Purified SirT5, succinyl-peptide AMC, trypsin-coupled fluorescence; inhibition, % at 15 µM; in the data active means inhibition above about 15%; inconclusive means no clear call, values can overlap the other calls
# Target sequence (Q9NXA8 whole entry, looked up): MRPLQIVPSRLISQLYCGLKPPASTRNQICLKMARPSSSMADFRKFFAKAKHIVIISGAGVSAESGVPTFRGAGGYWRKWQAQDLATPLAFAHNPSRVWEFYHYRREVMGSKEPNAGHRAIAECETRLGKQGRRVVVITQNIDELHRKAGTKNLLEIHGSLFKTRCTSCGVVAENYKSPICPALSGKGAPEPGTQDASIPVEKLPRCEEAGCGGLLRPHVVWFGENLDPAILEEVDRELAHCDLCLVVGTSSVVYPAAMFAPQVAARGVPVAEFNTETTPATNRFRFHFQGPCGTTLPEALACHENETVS
# S100A4 inh HTS – S100A4-myosin IIA interaction inhibition; P26447; inhibition, % at 10.7 µM; actives 0.14% (n = 360,000); S100A4/TAMRA-MyoIIA peptide fluorescence polarization;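 active means mean inhibition of at least 70% across replicates, with every replicate also reaching that level; inconclusive means mean inhibition reaches 70% but some replicates fall short; inactive means mean inhibition below 70%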
# Target sequence (P26447 whole entry, looked up): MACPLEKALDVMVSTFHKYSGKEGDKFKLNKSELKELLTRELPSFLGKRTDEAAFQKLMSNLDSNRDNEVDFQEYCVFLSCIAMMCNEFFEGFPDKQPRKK
#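 Material: S100A4 monomer (human). Medium: Calcium-containing HEPES buffer, pH 7.2. Probe or stimulus: labelled myosin peptide probe, 5 nM. Compound dosing: one concentration per compound. Timing: polarization read 5 min after assay mix addition, stable 5–60 min. Benchmarks: DMSO as neutral control, TFP as positive control.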
# Statin myotox sup – protects C2C12 myotubes from simvastatin toxicity; ATP luminescence, 48 h; scaled: DMSO 0, geranylgeraniol control 100; rescue of ATP level, % at 7.49 µM; actives 0.78% (n = 330,000);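 active means mean ATP rescue above about 67%, or every replicate alone reaching that limit, limit read from the data, passing the limit was not always enough; inconclusive means no clear call, values can overlap the other calls; inactive means mean under the limit and some replicate under it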;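 further: myotubes were challenged with 10 µM simvastatin during compound exposure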
# esBAF inh – SWI/SNF esBAF complex inhibition. mouse ES cells, Bmi1-luciferase knock-in reporter, 24 h; 100% = twice the neutral-well signal. actives 2% (n = 350,000). AID 602393. reporter increase, % at 12.5 µM; in the data active means activation above about 40%; inconclusive means no clear call, values can overlap the other calls;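 further: 0% = median of the plate's neutral control wells and 100% = double that signal; a rise in the Bmi1 reporter signal indicates esBAF inhibition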
# An asterisk follows results filed as active; ? = inconclusive; nt = not tested or not shown. An excerpt; count on the stated rates, not on these rows.
# Order of results: FN deposit inh	LGR2 inh	Casp6 inh	SIRT5 block	S100A4 inh HTS	Statin myotox sup	esBAF inh
> COc1ccc(N2C(=NC(=O)C(C)Oc3ccccc3)SC3CS(=O)(=O)CC32)cc1 (stereo not given)
 : -5	1	-1	-5	3	28	-1
> COc1ccccc1NC(=S)N(CCN1CCOCC1)Cc1ccccc1F
 : nt	-2	-1	-1	-2	4	2
> CCCc1cn(CC[C@H]2CC[C@@H](NC(=O)C3CCCC3)[C@H](CO)O2)nn1
 : -6	-5	1	3	5	0	-2
> Cc1ccccc1C(=O)Nc1nnc(S(=O)(=O)N2CCCCC2)s1
 : -2	nt	-1	-2	4	-2	4
> CCCNC(=O)N1C[C@H]2[C@@H](c3ccccc31)[C@@H](CO)N2C(=O)CN1CCOCC1
 : nt	24	nt	nt	nt	-10	-5
> CC(Sc1nnc(-c2ccco2)n1C)C(=O)NC1CCCC1 (stereo not given)
 : 2	3	-2	-1	-2	0	-3
> CCC(C(=O)OCC(=O)N(CCOC)c1c(N)n(Cc2ccccc2)c(=O)[nH]c1=O)c1ccccc1 (stereo not given)
 : 9	-6	2	-1	1	7	3
> C[C@@H]1CCCCO[C@@H](CN(C)CC2CC2)[C@H](C)CN([C@@H](C)CO)C(=O)c2cc(NC(=O)Nc3ccc4c(c3)OCO4)ccc2O1
 : 5	5	-1	1	-3	nt	1
> O=C(COC(=O)C1CCN(c2ccc(C(F)(F)F)cn2)CC1)Nc1cccc(F)c1
 : nt	-12	2	2	-3	8	12
> Cc1cccc(NC(=O)c2ccc([N+](=O)[O-])s2)n1
 : -2	-10	2	0	0	15	26
> O=C(Cc1ccccc1)NNC(=O)Nc1ccc(Cl)c(Cl)c1
 : nt	17	0	-1	7	nt	nt
> COc1ccc(-c2c(C#N)cnc(C)c2C)c(O)c1OC
 : -15	0	4	nt	0	4	-5
> C[C@H](CO)N1C[C@H](C)[C@@H](CN(C)CC2CCCCC2)Oc2ccc(NC(=O)CCCN(C)C)cc2C1=O
 : nt	23	nt	-5	-8	-13	2
> Cc1c(C(=O)O)sc2c1c(=O)n(Cc1ccccc1)c(=O)n2C
 : 0	3	0	-5	-2	0	-4
> CO[C@@H]1CN(C)C(=O)c2ccc(NC(=O)NC3CCCCC3)cc2OC[C@@H](C)N(C)C[C@H]1C
 : 11	-2	-1	4	7	5	1
> COc1cccc(-n2nnc3c(=O)n(CC(=O)Nc4cc(C)on4)cnc32)c1
 : nt	-13	2	2	5	nt	nt
> O=C(O)C1CCC(C(=O)O)SS1 (stereo not given)
 : -1	-13	-3	-5	2	4	0
> Cc1ccc(S(=O)(=O)N(C)C[C@@H]2OCCCC[C@H](C)Oc3ccc(NS(=O)(=O)c4cn(C)cn4)cc3C(=O)N([C@@H](C)CO)C[C@@H]2C)cc1
 : 3	4	1	0	10	nt	8
> COc1cccc(CN2CC(C(=O)N3CCOCC3)CCC2=O)c1 (stereo not given)
 : 5	-19	-2	-1	0	-7	34
> Nc1[nH][nH]c(=O)c1N=Nc1ccccc1
 : 1	-4	-1	11	-9	-6	14
> C[C@H](CO)N1C[C@H](C)[C@H](CN(C)C)Oc2c(NS(=O)(=O)c3cccs3)cccc2C1=O
 : 7	-10	1	-4	-11	6	-2
> COc1ccc(NC(=O)O/N=C/c2ccc(Br)cc2)cc1
 : 1	-12	3	-4	-1	nt	nt
> CSCC[C@H](NC(=O)[C@H](Cc1ccccc1)n1c(=O)[nH]c2ccccc2c1=O)C(=O)N[C@@H](Cc1ccccc1)C(=O)O
 : nt	0	-2	nt	-3	-3	-10
> Cc1ccc(S(=O)(=O)N2CCOCC2)cc1C(=O)OCC(=O)NCCc1ccc(F)cc1
 : -4	0	4	8	-2	8	-4
> C/C(=N\Nc1ccc(C#N)cc1[N+](=O)[O-])c1ccc(O)cc1
 : -1	20	6	-5	11	nt	nt
> C/C(=N\NC(=O)CNC(=O)c1ccc(Br)cc1)c1ccco1
 : 6	2	3	-3	-3	-15	2
> COc1ccc(NC(=O)N(C)C[C@H]2OCCCC[C@H](C)Oc3ccc(NC(=O)Nc4ccc(C(F)(F)F)cc4)cc3C(=O)N([C@@H](C)CO)C[C@@H]2C)cc1
 : nt	0	2	11	-20	-14	5
> Cc1noc(C)c1NC(=O)N(C)C[C@H]1Oc2cc(C#CCC(C)C)ccc2S(=O)(=O)N([C@@H](C)CO)C[C@@H]1C
 : nt	-7	5	-3	9	-17	5
> CCn1nnnc1SCC(=O)NCc1ccc2c(c1)OCO2
 : nt	0	nt	nt	nt	15	4
> O=S(=O)(NC1CCCCCCC1)c1ccccc1F
 : -10	12	0	0	-1	11	-6
> Cc1onc(-c2c(Cl)cccc2Cl)c1C(=O)OCC(=O)c1ccccc1
 : 7	20	2	nt	0	3	5
> COc1ccc2c3c(n(C)c2c1)[C@@H](CO)N(C(=O)C1CC1)CC31CN(C(=O)CN(C)C)C1
 : nt	1	4	-2	15	nt	nt
> C(=C\c1ccccn1)/c1cccnc1
 : 3	1	-1	-8	-10	-10	3
> CCOc1ccc(NS(=O)(=O)c2ccc3c(c2)N(C(C)=O)CCO3)cc1
 : 6	-9	2	-2	2	-1	-4
> COc1ccc(CNC(=O)CC2C[C@H](C(=O)N3CCCCC3)[C@@]3(C)c4[nH]c5ccccc5c4CCN3C2=O)cc1OC (stereo not given in full)
 : 4	2	-1	-5	-11	-3	0
> CC12/C(=N/O)C3C4CC5C3/C(=N/O)C1C5C42 (stereo not given)
 : nt	9	13	-19	2	15	0
> CCN(CC)c1ccc(N2C(=O)/C(=C\c3cccnc3)SC2=S)cc1
 : -3	nt	nt	nt	nt	-6	-4
> Fc1cc(F)c(F)c(SCCc2ccncc2)c1F
 : -1	nt	nt	nt	nt	-11	14
> CCCCN1C(=O)C(O)(CC(=O)c2ccccn2)c2ccccc21 (stereo not given)
 : 4	-5	0	-1	-1	6	-6
> CCc1ccccc1N(CC(=O)N1CCCC1)S(C)(=O)=O
 : 2	6	-7	-1	-5	0	2
> Cc1nc2ccccc2c2c1C(=O)N(C)C2=O
 : nt	-1	2	0	1	1	-4
> O=C(CN(Cc1cccs1)C(=O)CNS(=O)(=O)c1ccc(Cl)cc1)NCC1CCCO1 (stereo not given)
 : nt	7	-1	-1	6	nt	nt
> COc1ccccc1-c1ccc2c(c1)O[C@H](CN(C)C)[C@@H](C)CN([C@H](C)CO)S2(=O)=O
 : -8	5	3	-12	3	-15	5
> Cc1ccc(-n2c(N)c(C(=O)N3CCOCC3)sc2=S)c(C)c1
 : -10	nt	nt	nt	nt	-5	4
> CCOc1ccc(Cl)cc1S(=O)(=O)N1CCC(C(=O)NCc2cccnc2)CC1
 : 1	10	-3	4	1	3	-3
> CO[C@@H]1CN(C)C(=O)c2ccc(NC(=O)c3ccccc3)cc2OC[C@@H](C)N(C(=O)CN(C)C)C[C@H]1C
 : 3	-2	2	2	13	-21	0
> CCCCOc1ccc(C2(C)NC(=O)NC2=O)cc1 (stereo not given)
 : 1	-3	2	-5	-8	-3	5
> CC(C)NC(=O)Nc1ccc2c(c1)CC(=O)N([C@H](C)CO)C[C@@H](C)[C@@H](CN(C)Cc1ccc(C(=O)O)cc1)O2
 : nt	-23	-1	-4	-12	1	4
> C[C@@H]1CCCCO[C@@H](CN(C)C)[C@H](C)CN([C@H](C)CO)C(=O)c2cc(NC(=O)Nc3ccc(C(F)(F)F)cc3)ccc2O1
 : nt	nt	1	-5	-5	-50	0
> Cc1cc(NC(=O)CCN2CC(C)OC(C)C2)ccc1Br (stereo not given)
 : -4	-18	0	-3	-10	4	-5
> COc1ccc(S(=O)(=O)Nc2ccc3c(c2)C(=O)N([C@@H](C)CO)C[C@H](C)[C@@H](CN(C)Cc2ccccc2)OCCCC[C@H](C)O3)cc1
 : 0	-5	nt	nt	nt	nt	4
> O=C(COC(=O)c1cccnc1Cl)NCCc1ccccc1
 : 8	8	0	1	-3	-7	7
> COc1ccc2c(c1)C(=NN)c1cc(OC)ccc1-2
 : -14	nt	nt	nt	nt	5	43*
> C[C@@H]1CCCCO[C@@H](CN(C)S(C)(=O)=O)[C@H](C)CN([C@@H](C)CO)C(=O)c2cc(NC(=O)c3ccncc3)ccc2O1
 : nt	0	nt	nt	nt	-51	-3
> OC[C@@H]1[C@@H](c2ccc(C#Cc3ccccc3)cc2)[C@@H]2CN(CC3CCOCC3)CCCCN12
 : nt	11	-1	-5	-17	nt	nt
> OC[C@@H]1[C@@H](c2ccc(Br)cc2)[C@@H]2CN(Cc3cncnc3)CCCCN12
 : nt	-14	4	2	4	-5	-4
> CCOc1ccccc1NC(=O)CSc1ccc(-c2sc(C)nc2C)nn1
 : 11	-3	7	-1	-7	-2	-5
> CCOC(=O)C1(CCOC)CCN(C(=O)c2ccccc2-c2cccc(C)c2)CC1
 : -21	19	0	0	-1	-1	7
> NCCNc1ccc([N+](=O)[O-])cc1
 : 2	14	-4	5	-4	nt	nt
> Cc1ccc(Cl)cc1NC(=O)Cn1nc(-c2cccs2)ccc1=O
 : 1	18	2	0	3	-32	-1

# Additional records follow.
# Order of results: FN deposit inh	LGR2 inh	Casp6 inh	SIRT5 block	S100A4 inh HTS	Statin myotox sup	esBAF inh
> COc1cc(CO)ccc1OCc1ccc(Cl)nc1
 : 5	-37	-2	-2	6	-1	57*
> O=C(NCc1ccccc1)/C(=C\c1ccc(F)cc1)NC(=O)c1ccco1
 : 8	9	1	-1	-2	-4	-1
> CC(=O)NC[C@@H]1[C@@H](c2ccc(C3=CCCC3)cc2)[C@H](CO)N1C(=O)NC(C)C
 : -13	-4	1	4	1	12	-5
> CC1=C(C(=O)N(C(C)C)C(C)C)CC(CC(=O)NC2CCCCC2)C(=O)N1CCCN1CCCC1=O (stereo not given)
 : nt	-3	0	33*	-3	4	2
> O=C(Nc1ccc(S(=O)(=O)N2CCOCC2)cc1)C1COc2ccccc2O1 (stereo not given)
 : -12	nt	nt	nt	nt	5	8
> CCOC(=O)C1CCN(c2ncnc3c2c(-c2ccccc2)cn3-c2ccc(C)cc2)CC1
 : -2	11	-7	0	-2	12	-1
> CO[C@H]1CN(C)C(=O)c2cc(NC(C)=O)ccc2OC[C@H](C)N(Cc2cc(F)ccc2F)C[C@H]1C
 : 15	-2	3	2	4	7	-2
> Cc1ccc([C@@H]2CC(=O)[C@@H]3CN(S(=O)(=O)c4ccccc4C)[C@H](c4ccc(Cl)cc4)C[C@@H]3N2S(=O)(=O)c2ccc(C)cc2)cc1
 : -6	?	-3	-11	2	-6	-15
> O=C(Nc1ccccc1F)N1CCCCN2[C@H](CO)[C@H](c3ccc(C#Cc4ccccc4)cc3)[C@H]2C1
 : nt	-2	1	8	-4	nt	nt
> Fc1ccccc1CSc1ncnc2c1ncn2C1CCCO1 (stereo not given)
 : 7	-82	1	nt	-1	0	69*
> COc1ccccc1C(=O)NCCC(=O)N1CC(C)OC(C)C1 (stereo not given)
 : 1	-2	-4	-3	-1	3	-8
> O=C(CN1C(=O)C2CC=CCC2C1=O)N1CCN(c2ccc([N+](=O)[O-])cc2)CC1 (stereo not given)
 : -1	12	3	1	-1	1	4

# Only SIRT5 block and Statin myotox sup (2 entries from above):
Compound	SIRT5 block	Statin myotox sup
CO[C@H]1CN(C)C(=O)c2cc(NC(C)=O)ccc2OC[C@H](C)N(Cc2cc(F)ccc2F)C[C@H]1C	2	7
O=C(Nc1ccc(S(=O)(=O)N2CCOCC2)cc1)C1COc2ccccc2O1 (stereo not given)	nt	5
